NLRP3 yeast inh: blocks the NALP3 inflammasome reconstituted in yeast | Yeast reconstituted NLRP3/ASC/caspase-1, beta-gal luminescence, 24 h | inhibition, % at 10 µM | 330,000 tested, 0.39% active;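 active = inhibition of 50% or more; inactive = inhibition below 50%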;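 note: plate controls were induced DMSO wells for no effect and uninduced yeast grown without galactose for full effect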
beta cell repl: inducers of beta-cell replication in MIN6 cells | MIN6 cells proliferation, ATPlite luminescence, 48 h; cells starved in 0.2% serum; 100% = growth in 10% serum | proliferation, % at 10 µM | 330,000 tested, 0.29% active | AID 2380;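 active = compounds whose signal lies at least 3.5 SD above the mean of all wells on their plate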;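 note: 0% = DMSO-treated cells in low-serum medium and 100% = 10% serum control; some compounds called inactive have numbers as strong as hits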
APJ antag: antagonists of human APJ apelin receptor. inhibition, % at 20 µM. CHO-K1 APJ beta-arrestin complementation, luminescence. 330,000 tested, 0.32% active;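 active = inhibition above about 40% at 20 µM, limit read from the data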;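 note: cells challenged with 10 nM apelin-13 agonist together with compound; plate controls were apelin-13 plus DMSO wells for no effect and DMSO wells lacking apelin-13 for full effect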
Target sequence (P35414 whole entry, looked up): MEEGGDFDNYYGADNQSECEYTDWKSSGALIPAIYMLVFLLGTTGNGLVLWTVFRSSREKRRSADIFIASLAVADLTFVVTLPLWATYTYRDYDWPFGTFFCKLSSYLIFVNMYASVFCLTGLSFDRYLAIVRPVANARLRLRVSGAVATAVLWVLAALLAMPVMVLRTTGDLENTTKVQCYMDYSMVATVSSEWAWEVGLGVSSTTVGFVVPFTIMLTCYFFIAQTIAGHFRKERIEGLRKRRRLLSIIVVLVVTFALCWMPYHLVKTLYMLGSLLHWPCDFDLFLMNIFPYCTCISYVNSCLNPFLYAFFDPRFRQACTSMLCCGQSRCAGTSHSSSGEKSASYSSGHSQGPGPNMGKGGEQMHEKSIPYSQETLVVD
tim23-1 inh: growth inhibitors of tim23-1 mutant yeast; 330,000 tested, 1.3% active; S. cerevisiae tim23-1 growth, BacTiter-Glo luminescence, 24 h; inhibition, % at 20 µM;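 active = growth inhibition of the mutant yeast at or above 50%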;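 note: temperature-sensitive mutant grown at 25 °C; plate controls were DMSO-treated mutant yeast for no effect and medium wells lacking yeast for full effect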
TIM10 inh: TIM10 yeast growth inhibition. inhibition, % at 10 µM. 330,000 tested, 1.4% active. S. cerevisiae TIM10 strain growth, BacTiter-Glo luminescence, 24 h;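 active = inhibition of 40% or more at the single tested concentration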;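 note: wild-type TIM10 isogenic control strain grown at permissive 25 °C; 0% = DMSO yeast wells and 100% = minimal medium wells without yeast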
tim10-1 inh: tim10-1 yeast growth inhibition; inhibition, % at 20 µM; 330,000 tested, 2.2% active; S. cerevisiae tim10-1 ts strain growth, BacTiter-Glo, 24 h; AID 463190;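 active = inhibition of at least 40%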;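 note: mutant grown at 25 °C; 0% = DMSO wells with yeast and 100% = wells holding no yeast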
GRIN3A LBD mod: modulators (binders) of human NR3A ligand-binding domain. NR3A LBD differential scanning fluorimetry, Tm shift; 0% = protein alone, 100% = glycine-bound protein. Tm shift relative to glycine control, % at 25 µM. 340,000 tested, 2.5% active;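 active = melting temperature shift of at least 10% of the positive control shift, at one fixed dose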
MPTP inh: permeability transition pore inhibition. AID 602449. isolated mouse mitochondria, Ca2+ swelling absorbance, 30 min. inhibition, % at 10 µM. 360,000 tested, 1.4% active;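 active = inhibition of 50% or more, scaled per plate between neutral and stimulator controls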;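 note: 0% = DMSO wells given calcium and 100% = 1 mM EGTA wells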
APJ ag: activates the human apelin receptor APJ; P35414; CHO-K1 APJ PathHunter beta-arrestin, luminescence; 0% DMSO wells, 100% apelin; activation, % at 20 µM; 330,000 tested, 0.11% active;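 active = activation more than six SD over the plate average, tested at 20 µM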;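 note: 0% = DMSO alone and 100% = apelin-13 at 10 nM; some results filed as inactive read as strong as hits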
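system = engineered CHO-K1 APJ arrestin reporter cells | input = 1000 cells per well | timing = overnight seeding, 90 min compound at 25 °C, 1 h detection | measured by = enzyme-fragment complementation luminescence | read-out = beta-arrestin recruitment to APJ as agonist activity, luminescent signal | control set = negative DMSO alone, positive Apelin-13 at 10 nM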
* marks the source's active call; other numbers are inactive results. An unsorted share of the library (roughly 7.2% active in at least one column).

SMILES,NLRP3 yeast inh,beta cell repl,APJ antag,tim23-1 inh,TIM10 inh,tim10-1 inh,GRIN3A LBD mod,MPTP inh,APJ ag
N#CC1=C(N)C(C#N)(C#N)C(c2ccncc2)C2CN(C(=O)OCc3ccccc3)CC=C12 (stereo unspecified),24.3,-2.6,16.1,-2.8,-1.3,-1.0,-1.2,-1.7,-7.6
CC(=O)c1sc(N/N=C\c2ccccc2O)nc1C,27.4,-5.3,-8.4,22.2,17.4,6.3,7.0,0.7,-3.0
CCc1ccc(CCC(=O)Nc2nnc(CC)s2)o1,16.0,-1.3,6.2,-1.6,-1.9,9.2,1.4,-1.4,-3.8
CCOc1ccc(CN2CCNC(=O)C2CC(=O)N(C)CC2CCOCC2)cc1 (stereo unspecified),-9.0,-2.5,-4.5,11.5,2.2,9.4,-0.3,0.2,8.6
CCn1nccc1C(=O)Nc1cccc(C)c1C,15.7,-1.7,0.3,7.0,8.6,17.6,2.8,1.2,-3.2
COCC(C)n1c(C)cc(C(=O)COC(=O)/C=C/c2cccc(F)c2)c1C (stereo unspecified),29.4,-2.9,5.1,40.3,30.4,14.5,-2.0,-0.9,-3.3
COc1cccc(-c2nc(CS(=O)(=O)CC(=O)NCCc3ccc(OC)c(OC)c3)c(C)o2)c1,8.0,3.5,-9.1,6.6,7.8,3.8,1.9,-1.9,0.0
CC(C)N(C)C1CCN(C(=O)Nc2ccc(Cl)c(Cl)c2)CC1,6.5,-2.0,0.1,-53.6,-6.2,-12.0,-2.5,21.4,-2.7
CCC(C)NS(=O)(=O)c1ccc(NS(=O)(=O)c2ccc(F)cc2)cc1 (stereo unspecified),5.8,-0.5,12.7,10.2,1.4,14.7,0.0,-0.8,-1.7
Cc1ccccc1C(=O)/C=C1/c2ccccc2CC(C)(C)N1C,10.0,-0.4,10.8,45.5,31.6,41.9*,-0.2,-0.8,-4.6
COCCN1Cc2cccc(C(=O)Nc3ccc(S(=O)(=O)N4CCCCCC4)cc3)c2C1=O,6.0,5.8,5.4,-25.4,-13.8,-1.4,1.1,6.5,0.1
CC(C)CC(COCc1ccc(Cl)cc1)N1CCN(C(=O)c2ccc(C(F)(F)F)cc2)CCC1=O (stereo unspecified),16.5,-7.7,-48.2,29.7,17.7,29.7,-4.7,-1.6,0.6
CCOc1ccccc1/C=N/OCC(=O)NCc1ccc(F)cc1,30.2,-4.5,6.5,12.9,7.0,16.1,1.1,-0.1,0.5
CC1=C(C(=O)Nc2ccc(F)c(F)c2)C(c2cccs2)NC(=S)N1 (stereo unspecified),3.3,-1.6,-7.7,-5.7,0.2,4.7,-0.2,0.0,1.3
C[C@@H](C(=O)NCc1c(F)cccc1Cl)N1C(=O)N2CCc3c([nH]c4ccccc34)[C@@]2(C)C1=O,2.7,-0.1,-7.7,6.9,6.4,13.1,-2.4,-0.2,-0.3
COC(=O)c1ccc(C)c(NS(=O)(=O)c2ccc3c(c2)OCCO3)c1,15.7,-1.9,18.0,24.3,25.8,-2.9,3.3,0.2,-6.0
Cn1nnc2cc(C(=O)Nc3ccccc3F)ccc21,21.8,0.0,-5.4,7.9,-11.1,2.9,-3.3,0.3,0.8
Cc1cc(NS(=O)(=O)c2ccc(NC(=O)c3cnc4sccn4c3=O)cc2)nc(C)n1,2.0,-0.1,-4.3,10.9,-7.2,-0.1,-2.6,-0.9,3.0
CC/C(=N/NC(=O)CNc1ccc(Cl)cc1C)c1ccccc1,-9.5,2.4,-13.3,2.5,11.6,6.1,2.1,3.2,-0.2
CCCC(O)(CCC)C(=O)NN1CCCCC1,3.9,4.3,-0.5,-5.2,-15.1,3.5,27.5*,-3.1,-5.1
CCc1nc(Nc2ccccc2F)c2oc3ccccc3c2n1,4.5,-1.0,7.7,43.1,7.4,34.9,-3.0,0.5,-0.7
CC(=O)c1c(-c2ccccc2)c2cc(Cl)ccc2[nH]c1=O,3.3,-2.6,-28.3,-12.9,4.8,-3.4,-4.2,-2.4,-0.7
COC(=O)c1ccc(N2CCc3ccccc32)c([N+](=O)[O-])c1,32.3,-3.5,-12.2,29.8,-10.4,10.4,5.6,2.7,-2.0
Cc1cc(N2CCN(C)CC2)nc2ccc(NC(=S)N3CCN(c4ccccn4)CC3)cc12,17.1,-5.8,10.6,5.3,-11.7,13.3,-0.4,-1.0,5.7
O=C1C=C(c2ccc(Oc3ccccc3)cc2)C[C@@H](c2ccc(Cl)cc2)C1,12.6,-4.7,8.4,24.4,-2.7,9.6,1.3,1.8,-0.8
COc1ccc(-c2csc(Nc3ccccn3)n2)cc1OC,27.6,-4.4,2.0,48.4,31.7,21.1,-5.8,0.1,7.4
C=CCNc1nc(-c2ccc3c(c2)OCCO3)cs1,14.6,-6.5,14.2,24.6,10.2,17.1,0.9,-0.8,-11.3
CC(C(=O)Nc1ccc(Cl)cc1)N(C)Cc1cccs1 (stereo unspecified),23.0,-0.9,3.1,4.4,-13.3,1.9,-0.3,1.8,-0.8
Cc1cc(C)c(NC(=O)COC(=O)c2cccc3c2C(=O)c2ccccc2C3=O)c(C)c1,27.7,0.0,-11.0,11.5,20.4,26.6,-29.5,0.8,5.7
C/C(=N\NC(=O)CNC(=O)C(c1ccccc1)c1ccccc1)c1ccc(C(C)(C)C)cc1,-4.9,-4.7,-13.1,-30.1,-6.4,-3.2,-13.5,1.2,-2.3
COc1ccc(C(=O)CSc2nnc(CNC(=O)c3ccco3)n2C)cc1OC,10.8,-0.3,8.0,-14.8,-8.7,-2.9,-3.1,-1.5,0.7
COc1ccc(S(=O)(=O)N(CC(=O)NCc2ccco2)c2ccc(F)cc2)cc1,11.9,-1.9,2.0,5.7,12.2,9.9,-0.6,-1.5,-0.4
COc1ccc(NC(=O)COC(=O)CC2CCCC2)cc1Cl,25.7,0.1,-21.8,26.3,19.7,1.6,-8.9,-1.5,6.0
Cc1cccc(NC(=O)CSc2nc3[nH]c(=O)cc(O)c3s2)c1,8.4,-3.0,5.0,-7.4,-8.9,-11.6,0.5,-2.3,-2.9
CC(=O)N1N=C(c2cccc([N+](=O)[O-])c2)OC1c1cccc(Br)c1 (stereo unspecified),-20.0,-0.3,-1.8,47.2,21.6,44.9*,4.8,0.0,-0.2
CCCc1nc2ccccc2c(C(=O)OCC(=O)N2CCc3ccccc32)c1CC,-4.4,-4.8,-28.4,16.6,0.6,10.6,-3.3,2.0,-0.5
O=C(NC(=S)Nc1c(Cl)ccc2nsnc12)c1ccccc1F,-14.2,-1.9,13.0,4.5,9.2,18.4,3.2,0.3,-3.1
O=C(NC1CCN(Cc2cccc([N+](=O)[O-])c2)CC1)c1ccccc1,-0.9,-2.0,11.6,13.2,-11.9,6.8,0.5,0.0,-0.2
COc1cnc(-c2ccccc2)nc1Sc1ccccc1,24.4,0.1,-20.8,12.1,-12.6,3.4,-4.8,-1.5,-0.8
NS(=O)(=O)c1ccc(NS(=O)(=O)c2ccc(C3CNC(=O)C3)cc2)cc1 (stereo unspecified),11.5,-0.6,10.5,1.5,-7.6,5.5,1.3,0.2,-0.7

Given as labelled records: part of the list above
Compound: CC(=O)N1N=C(c2cccc([N+](=O)[O-])c2)OC1c1cccc(Br)c1 (stereo unspecified)
  NLRP3 yeast inh: -20.0
  beta cell repl: -0.3
  APJ antag: -1.8
  tim23-1 inh: 47.2
  TIM10 inh: 21.6
  tim10-1 inh: 44.9*
  GRIN3A LBD mod: 4.8
  MPTP inh: 0.0
  APJ ag: -0.2

Compound: COc1ccc(S(=O)(=O)N(CC(=O)NCc2ccco2)c2ccc(F)cc2)cc1
  NLRP3 yeast inh: 11.9
  beta cell repl: -1.9
  APJ antag: 2.0
  tim23-1 inh: 5.7
  TIM10 inh: 12.2
  tim10-1 inh: 9.9
  GRIN3A LBD mod: -0.6
  MPTP inh: -1.5
  APJ ag: -0.4

Additional results:
SMILES,NLRP3 yeast inh,beta cell repl,APJ antag,tim23-1 inh,TIM10 inh,tim10-1 inh,GRIN3A LBD mod,MPTP inh,APJ ag
COc1ccccc1NC(=O)CN1CCC(c2nc3ccccc3[nH]2)CC1,14.3,-3.0,6.3,-3.8,2.9,-1.5,-2.0,0.3,-2.5
c1ccc2c(c1)ccc1nnnn12,13.7,-2.2,23.3,-3.7,7.5,-13.2,-0.2,1.4,-2.5
Cc1cc2c(c(=O)n1C)C(Cc1ccccc1)C(C#N)=C(N)O2 (stereo unspecified),6.5,-1.9,-22.6,-15.0,12.8,7.9,-0.8,1.2,0.3
CCC1CCCCN1CCCNC(=O)Cn1c(=O)c2cccn2c2ccccc21 (stereo unspecified),11.1,8.5,-2.9,13.7,3.4,10.4,-4.1,-1.0,0.6
CCC(=O)N1CCN=C1SCc1cc(C)ccc1C,19.1,-1.8,-1.7,7.5,9.1,11.1,-0.1,1.3,-0.3
COc1ccc(OCCOC(=O)CNS(=O)(=O)c2ccc(SC)c([N+](=O)[O-])c2)cc1,20.7,-5.6,1.2,21.4,10.3,6.0,-4.8,0.1,1.0
CC(C)c1nc(SCc2c(F)cccc2Cl)c2c(=O)n(C)c(=O)n(C)c2n1,11.2,-6.5,-7.0,4.1,-6.3,-9.1,-1.2,94.2*,-3.7
COc1ccc(CNC(=O)C(c2ccc(C)o2)N(C(=O)c2csnn2)c2ccc(C(C)C)cc2)cc1 (stereo unspecified),-13.4,-6.6,3.8,29.7,25.0,16.6,-0.2,-2.4,-2.2
COc1cccc(N2CCN(C(=O)c3ccc(CS(=O)c4ccc(Cl)cc4)o3)CC2)c1 (stereo unspecified),16.8,-4.3,7.9,9.9,-3.2,13.1,-0.8,-1.4,-2.9
COCCC(=O)N1CCc2c([nH]c3ccccc23)C1C(C)(C)C (stereo unspecified),12.1,-2.1,-8.6,24.2,5.1,8.6,1.3,0.6,-3.1
Cc1c(Cl)cnc(NC(=O)COC(=O)c2ccncc2)c1Cl,0.1,-2.1,1.5,4.9,2.5,6.5,-0.9,0.8,-0.7
COc1ccccc1C(=O)Nc1cccc(N(C)S(C)(=O)=O)c1,6.3,-2.5,3.1,7.0,8.5,-4.1,-1.7,-1.8,-5.7
